# Screening results deposited in PubChem BioAssay by several laboratories.
# Anthrax LF inh2 = anthrax lethal factor protease inhibition | 0.12% of 360,000 active | inhibition, % at 10 µM | multiplex microsphere protease cleavage assay, LF | P15917; note: plate controls were buffer without enzyme for full effect and enzyme alone for no effect
# BH1578 lux ind = inducers of Vibrio cholerae quorum light production without autoinducers; V. cholerae BH1578 lux reporter, luminescence, 6 h; activation, % at 18.7 µM; 0.16% of 350,000 active; AID 588436; in the data active = activation mostly above about 9.7%, no sharp cut-off; inconclusive = no clear call, values can overlap the other calls; inactive = mostly below about 3.7%; note: not every result past the cut was called active; inactives centre near 0; reference of the scale not given here
# SSB-PriA inh = inhibitors of Klebsiella pneumoniae PriA binding to SSB C-terminal tail; AlphaScreen SSBct-PriA binding, biotinylated peptide; AID 1272365; inhibition, % at 33 µM; 0.6% of 430,000 active; in the data active = inhibition mostly above about 37%, no sharp cut-off; inactive = mostly below about 20%;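 note: plate controls were negative control peptide for no effect and reference peptide for full effect; strong numbers were not always called active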
# BoNT-A LC inh2 = inhibitors of Botulinum neurotoxin A light chain protease; multiplex microsphere protease substrate cleavage, flow cytometry; inhibition, % at 10 µM; 0.17% of 360,000 active; note: plate controls were buffer without enzyme for full effect and enzyme alone for no effect
# 3CLpro inhibitor = SARS-CoV 3CLpro protease inhibition; 0.14% of 290,000 active; recombinant SARS-CoV 3CLpro, quenched FRET peptide cleavage; inhibition, % at 6 µM; P0C6X7; AID 1706; in the data active = inhibition above about 12%
# DUSP3 inh = inhibitors of human VHR1 phosphatase (DUSP3); recombinant VHR phosphatase, pNPP absorbance; inhibition, % at 13.3 µM; 0.52% of 290,000 active; in the data active = inhibition above about 50%; note: some compounds called inactive have numbers as strong as hits
# TcdB inh = blocks C. difficile toxin B glycohydrolase activity. P18177. TcdB glycohydrolase enzymatic assay, plate reader. inhibition, % at 9.99 µM. 0.24% of 350,000 active; in the data active = inhibition above about 10%
# Target sequence (P18177 whole entry, looked up): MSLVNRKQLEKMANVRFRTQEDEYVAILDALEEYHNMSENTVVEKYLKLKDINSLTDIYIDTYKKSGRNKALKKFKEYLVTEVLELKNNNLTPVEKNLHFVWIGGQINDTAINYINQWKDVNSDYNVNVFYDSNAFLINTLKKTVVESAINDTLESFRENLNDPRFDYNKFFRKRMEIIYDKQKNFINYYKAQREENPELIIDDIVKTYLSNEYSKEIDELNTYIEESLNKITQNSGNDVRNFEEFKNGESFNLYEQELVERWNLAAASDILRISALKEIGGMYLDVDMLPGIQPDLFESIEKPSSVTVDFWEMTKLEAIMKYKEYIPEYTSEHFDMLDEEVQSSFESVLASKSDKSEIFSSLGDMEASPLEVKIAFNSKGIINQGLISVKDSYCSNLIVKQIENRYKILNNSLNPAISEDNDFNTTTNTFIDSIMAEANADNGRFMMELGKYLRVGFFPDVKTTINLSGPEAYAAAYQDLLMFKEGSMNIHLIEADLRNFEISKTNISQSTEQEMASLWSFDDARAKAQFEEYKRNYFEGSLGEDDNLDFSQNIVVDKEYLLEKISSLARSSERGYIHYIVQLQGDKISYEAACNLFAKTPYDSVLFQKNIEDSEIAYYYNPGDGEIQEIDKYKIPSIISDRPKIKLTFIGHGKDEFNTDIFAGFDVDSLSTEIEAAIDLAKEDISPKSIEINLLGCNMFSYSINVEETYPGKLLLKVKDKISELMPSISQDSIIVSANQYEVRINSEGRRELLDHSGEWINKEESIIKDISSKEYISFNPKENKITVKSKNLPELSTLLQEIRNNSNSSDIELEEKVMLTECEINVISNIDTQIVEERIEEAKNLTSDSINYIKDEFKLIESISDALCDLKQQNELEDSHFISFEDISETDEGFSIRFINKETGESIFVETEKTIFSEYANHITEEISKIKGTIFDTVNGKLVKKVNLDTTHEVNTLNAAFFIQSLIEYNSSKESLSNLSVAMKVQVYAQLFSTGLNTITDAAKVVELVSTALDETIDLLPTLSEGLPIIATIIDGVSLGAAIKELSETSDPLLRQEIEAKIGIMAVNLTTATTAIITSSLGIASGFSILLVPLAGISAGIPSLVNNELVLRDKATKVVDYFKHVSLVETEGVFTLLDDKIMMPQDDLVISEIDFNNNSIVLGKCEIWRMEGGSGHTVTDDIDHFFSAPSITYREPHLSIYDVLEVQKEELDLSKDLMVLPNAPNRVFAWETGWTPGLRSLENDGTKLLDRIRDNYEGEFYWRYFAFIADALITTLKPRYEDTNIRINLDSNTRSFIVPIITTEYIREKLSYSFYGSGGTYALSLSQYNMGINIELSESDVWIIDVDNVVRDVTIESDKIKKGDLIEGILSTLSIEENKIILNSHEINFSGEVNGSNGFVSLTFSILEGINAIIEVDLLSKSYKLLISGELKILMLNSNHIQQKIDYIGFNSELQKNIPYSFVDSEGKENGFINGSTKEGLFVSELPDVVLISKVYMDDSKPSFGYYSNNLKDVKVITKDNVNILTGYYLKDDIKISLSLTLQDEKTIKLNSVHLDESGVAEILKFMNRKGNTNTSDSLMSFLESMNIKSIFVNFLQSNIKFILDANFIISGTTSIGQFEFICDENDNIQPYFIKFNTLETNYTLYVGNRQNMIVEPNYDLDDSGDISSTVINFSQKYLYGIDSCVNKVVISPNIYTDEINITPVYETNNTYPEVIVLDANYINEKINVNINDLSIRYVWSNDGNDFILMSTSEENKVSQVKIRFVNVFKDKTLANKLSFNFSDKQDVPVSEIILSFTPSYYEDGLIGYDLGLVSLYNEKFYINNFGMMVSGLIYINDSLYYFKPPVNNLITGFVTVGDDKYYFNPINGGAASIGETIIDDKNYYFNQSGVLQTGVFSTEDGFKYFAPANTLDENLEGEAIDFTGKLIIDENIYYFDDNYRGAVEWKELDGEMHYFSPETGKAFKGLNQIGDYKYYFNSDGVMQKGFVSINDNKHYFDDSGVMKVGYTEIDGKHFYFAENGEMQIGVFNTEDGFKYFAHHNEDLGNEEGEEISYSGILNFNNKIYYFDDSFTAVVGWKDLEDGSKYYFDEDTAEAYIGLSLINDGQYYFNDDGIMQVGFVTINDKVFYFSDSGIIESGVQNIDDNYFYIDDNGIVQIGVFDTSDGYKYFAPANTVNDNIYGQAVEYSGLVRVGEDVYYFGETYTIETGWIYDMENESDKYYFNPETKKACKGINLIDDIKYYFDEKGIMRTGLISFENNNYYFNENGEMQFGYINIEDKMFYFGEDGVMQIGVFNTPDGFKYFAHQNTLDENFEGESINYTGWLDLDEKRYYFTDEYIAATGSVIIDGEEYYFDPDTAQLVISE
# CCHFV vOTU inh = CCHFV vOTU protease inhibition; Pep-AMC fluorescence; inhibition, % at 11.5 µM; 0.55% of 370,000 active; in the data active = inhibition above about 30%; note: 0% = vehicle wells with enzyme and 100% = no enzyme wells
# PfHsp40 yeast = rescue of PfHsp40-mediated yeast toxicity. S. cerevisiae expressing PfHsp40, growth rescue, ATP luminescence. growth rescue, % at 12.5 µM. 0.68% of 340,000 active. AID 504582; in the data active = growth rescue above about 28%, passing the limit was not always enough; inconclusive = no clear call, values can overlap the other calls;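 note: yeast W303a lacking pdr1 and pdr3 grown in galactose medium; growth measured after three days at 30 °C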
# Yp Topo-I inh = Y. pestis Topo-I inhibition via cleavage products; 0.064% of 360,000 active; Y. pestis Topo-I cleavage product accumulation, plate reader; activity, % at 10 µM; in the data active = activity above about 50%, passing the limit was not always enough; inconclusive = no clear call, values can overlap the other calls; note: inactives centre near 2
# Active calls of the source: *; i = inactive; ? = inconclusive; . = no result given; & = joins results of further samples. Cut-off read from the data, not from the text of the source, unless noted: active = inhibition above about 30%; inconclusive = no clear call, values can overlap the other calls; inactive = below that. These rows are one share of the data; count on the stated rates, not on these rows.
SMILES,Anthrax LF inh2,BH1578 lux ind,SSB-PriA inh,BoNT-A LC inh2,3CLpro inhibitor,DUSP3 inh,TcdB inh,CCHFV vOTU inh,PfHsp40 yeast,Yp Topo-I inh
Cc1c(Cc2ccccc2)sc(NC(=O)Cc2ccccc2)c1C(N)=O,1,i,-3,-0.3,-9,.,4.0,19,-0.9,11
NS(=O)(=O)c1nc[nH]c1[N+](=O)[O-],-4,-3.3,-5,-0.2,.,.,1.0,24,-0.1,4
O=C(N/C(=C/c1ccccc1Cl)C(=O)N1CCCCC1)c1ccco1,-2,0.7,-4,-0.5,2,26,0.6,-7,-1.0,21
CCNc1ccc(S(=O)(=O)N(C)C)cc1NCC(=O)Nc1ccccc1F,-1,-1.9,6,-0.4,-4,-2,.,3,0.0,3
O=C1CC(N2CCC(C(=O)N3CCCCC3)CC2)C(=O)N1 (stereo unspecified),-1,i,-18,1.2,-3,-5,.,8,0.8,1
Cc1ccc(S(=O)(=O)N2CCN(C(=O)c3cc(S(=O)(=O)N(C)C)ccc3N3CCCC3)CC2)cc1,0,-1.2,5,2.5,.,.,0.5,9,1.9,16
CN(Cc1ccccc1)C(=O)COC(=O)c1cc(=O)c2ccccc2o1,-5,-3.2,-2,-1.1,.,.,-0.1,13,-0.7,-4
CC(=O)c1csc(Nc2ccccc2Cl)n1,3,-1.3,-2,0.5,2,-4,0.8,-11,1.1,-3
Cc1ccc(CN2CCC(CO)(CC3CCCCO3)CC2)o1 (stereo unspecified),-1,-0.4,3,-0.1,4,11,3.4,-5,-0.6,3
COc1ccc(-c2nc(CS(=O)(=O)CC(=O)Nc3ccc(Cl)cc3)c(C)o2)cc1,3,-0.3,-11,-0.4,6,-10,0.9,7,-0.1,18
CC1(C(=O)NCc2ccc(F)c(F)c2)Cc2c(-c3ccccc3)ccnc2O1 (stereo unspecified),3,i,.,-0.3,.,.,.,.,.,22
O=C(c1cccc(F)c1)N(Cc1nc2ccccc2c(=O)[nH]1)C1CCCC1,-6,0.1,3,-0.7,4,12,1.8,3,-0.9,2
CCSc1nnc(NC(=O)C2CC=CCC2C(=O)O)s1 (stereo unspecified),-8,i,-19,-1.4,3,-4,.,18,0.3,-7
CCOC(=O)C1CCN(C(=O)COC(=O)c2c(C)c(CC)nc3ccccc23)CC1,-1,-2.9,-3,0.9,.,.,1.2,5,0.5,24
Cc1ccc2c(c1)N(C(=O)CCC(=O)N1CCC(C(N)=O)CC1)CCO2,-6,-0.2,-8,0.4,-5,9,-0.9,-3,1.8,-3
O=C(O)C[C@H]1c2ccccc2S(=O)(=O)N1C1CCCC1,0,i,-13,1.2,.,.,-0.3,-9,-1.4,-2
O=C(Nc1cccc(F)c1)c1ccc(CSc2ccccc2)o1,2,i,-14&-1,0.2,6,-3,0.6,-18,1.8,0
Cc1ccc(CSc2nnc(C)c(=O)[nH]2)cc1,-1,-0.3,9&-6,-0.1,1,0,-0.1,-2,-0.7,-1
ClC(Cl)(Cl)C1=NCc2nnn(Cc3ccccc3)c2N1,-10,.,.,-1.1,.,.,1.0,4,.,.
O=C(c1cccc(S(=O)(=O)NCCOc2ccccc2)c1)N1CCN(c2ncccn2)CC1,-4,i,-3,-0.7,0,0,.,-5,1.0,1
Cc1oc(-c2ccccc2)nc1C(=O)OCC(=O)NC(=O)NCC(C)C,-5,-28,-4,0.9,-1,24,.,-3,-0.2,-1
Cn1c(=O)c2cc(NC(=O)NCCc3cccs3)ccc2n1-c1ccc(C(C)(C)C)cc1,-12,-0.1,.,-0.8,.,.,.,.,.,14
NC(=O)Cn1c(S(=O)(=O)Cc2ccccc2)nc2ccccc21,0,-0.6,3,-0.8,-4,.,.,7,-1.2,3
COc1ccc(NC(=O)CN(c2ccc(C)cc2)S(C)(=O)=O)c(OC)c1,-3,.,-22,-0.8,-1,-4,.,2,0.0,7
CCC(C)(c1nnnn1-c1c(C)cccc1C)N(N=O)c1ccccc1Cl (stereo unspecified),-2,-0.3,-16,-0.2,-3,13,.,15,0.4,33
CC(=O)Nc1c(C(=O)N2CCN(c3ccccn3)CC2)cnn1-c1ccc(C)cc1,0,-0.3,-3,-1.2,-2,39,.,8,2.1,-5
COc1cccc(/C=N\NC(=O)c2sc(N)nc2C)c1OC,2,i,.,-0.1,6,24,.,8,-0.6,3
CC(C)[C@H](CO)Nc1nc(Nc2ccc(Cl)c(C(=O)O)c2)c2ncn(C(C)C)c2n1,-3,0.6,-3,-1.1,.,11,0.7,14,-0.2,-3
CCCN(CC1CC1)c1nc(C)nc(Nc2c(Cl)cc(Cl)cc2Cl)c1Cl,-5,i,-17,-1.1,.,.,-5.3,0,-0.2,-3
NNC(=O)CS(=O)(=O)c1ccc(Cl)cc1,-9,-0.5,-3,?,5,-1,-0.1,4,-1.5,3

# Four entries drawn at random from the list so far:
SMILES,Anthrax LF inh2,BH1578 lux ind,SSB-PriA inh,BoNT-A LC inh2,3CLpro inhibitor,DUSP3 inh,TcdB inh,CCHFV vOTU inh,PfHsp40 yeast,Yp Topo-I inh
CCC(C)(c1nnnn1-c1c(C)cccc1C)N(N=O)c1ccccc1Cl (stereo unspecified),-2,-0.3,-16,-0.2,-3,13,.,15,0.4,33
Cn1c(=O)c2cc(NC(=O)NCCc3cccs3)ccc2n1-c1ccc(C(C)(C)C)cc1,-12,-0.1,.,-0.8,.,.,.,.,.,14
CC(C)[C@H](CO)Nc1nc(Nc2ccc(Cl)c(C(=O)O)c2)c2ncn(C(C)C)c2n1,-3,0.6,-3,-1.1,.,11,0.7,14,-0.2,-3
O=C(c1cccc(S(=O)(=O)NCCOc2ccccc2)c1)N1CCN(c2ncccn2)CC1,-4,i,-3,-0.7,0,0,.,-5,1.0,1

# Additional entries follow.
SMILES,Anthrax LF inh2,BH1578 lux ind,SSB-PriA inh,BoNT-A LC inh2,3CLpro inhibitor,DUSP3 inh,TcdB inh,CCHFV vOTU inh,PfHsp40 yeast,Yp Topo-I inh
O=C(O)c1cnc(-c2ccccc2)nc1Oc1ccccc1,0,-0.2,-22,-0.4,5,22,0.9,-7,-0.8,8
O=C(CSc1nnc(-c2c[nH]c3ccccc23)o1)c1ccccc1,-2,i,-2,-0.8,-3,1,.,1,-0.8,22
CC(C)(C)OC(=O)N[C@@H](Cc1ccccc1)C(=O)N1CCC(C(=O)N[C@@H](CCC(N)=O)C(=O)O)CC1,-10,0.6,12,-0.5,-6,14,0.0,-8,-1.0,-6
O=S(=O)(c1ccc(Cl)cc1)N1CCN(Cc2ccncc2)CC1,-3,-0.3,1,2.4,-2,26,2.3,-3,0.5,11
CCOCCCNCc1ccc(OC)cc1,-2,-0.4,-21,-0.2,3,20,.,-9,0.6,14
COc1ccc(OCc2cc(C(=O)N3CCN(C4CCCC4)CC3)no2)c(Cl)c1,-2,-0.1,-11,1.0,1,10,-4.6,26,-0.7,26
CCCCn1c(N)c(N(CC(C)C)C(=O)CSCc2c(C)noc2C)c(=O)[nH]c1=O,0,-2.9,-9,-0.5,.,.,0.1,3,-0.3,2
COc1cc(NC(=O)CN2C(=O)NC3(CCOc4ccccc43)C2=O)cc(OC)c1 (stereo unspecified),-7,-3.1,2,-1.0,.,.,0.4,-12,0.4,-7
O=C(NCc1cccnc1)c1cccc(NS(=O)(=O)c2ccc(Br)cc2)c1,-1,-1.5,-11,1.3,.,.,2.7,14,0.4,-3
CC1(NC(=O)Nc2cc([N+](=O)[O-])ccc2O)CCS(=O)(=O)C1 (stereo unspecified),-3,0.0,-11,-0.6,.,.,1.2,14,-1.3,-2
CCCNS(=O)(=O)c1ccc(Oc2ncc(C(F)(F)F)cc2Cl)cc1,-1,i,-25,0.1,2,-16,.,31*,1.3,32
COC(=O)c1oc2ccc(Br)cc2c1NC(=O)c1ccccc1,-1,2.8,-2,-0.6,-1,-1,.,5,0.7,-6
COc1ccc(OC)c(C=Nc2ccccc2-c2nc3ccccc3[nH]2)c1,-3,0.3,-16,0.0,3,8,2.6,-314,0.4,6
O=C(Nc1ccc(Nc2ccccc2)cc1)C(Cl)(Cl)Cl,-3,-0.4,20,-0.7,10,-3,.,2,33*,-14
COCCOC1CCN(C(=O)c2ccc(OC)c(OC3CCN(C(C)C)CC3)c2)CC1,-1,-0.4,-1,0.6,1,2,-0.9,0,0.1,-13
CC[C@H]1C/C=C\Cc2ccccc2[C@@H](C(=O)C[C@@H](O)CC(C)=O)OC1=O,4,i,1,-0.1,.,.,0.2,3,-1.6,1
Cc1cc(C)nc(NS(=O)(=O)c2ccc(NCN3C(=O)c4ccccc4C3=O)cc2)n1,-1,i,.,-0.2,.,.,-0.1,1,.,0
O=C(CCCn1c(=O)oc2ccccc21)Nc1cccnc1,-1,i,-26,-2.0,4,-18,.,-6,1.1,4
Cc1cccc(NS(=O)(=O)c2ccc(C(=O)N3CC(C)OC(C)C3)cc2)c1C (stereo unspecified),0,i,1,1.6,.,.,-0.1,-2,0.2,-1
CCOC(=O)N1CCC2(CC1)CC(=O)c1c(ccc3oc(C(=O)O)c(C)c13)O2,-7,-0.5,-11,-0.4,2,-1,.,-73,0.4,3
COc1cccc(C2=CC(=O)C[C@H](c3ccc(Cl)cc3)C2)c1,-4,1.2,-4,0.3,.,.,0.3,-2,9.0,36
CS(=O)(=O)Oc1ccc2c(c1)O/C(=C\c1cccc([N+](=O)[O-])c1)C2=O,4,-1.6,1,-2.2,3,20,-0.7,-18,-1.6,1
C=CC[C@]12C=C(OC)C(=O)C=C1O[C@@H](c1ccc3c(c1)OCO3)[C@H]2C,-4,-0.5,4,-0.6,.,.,2.0,-10,-0.1,6
[O-][n+]1onc2c1CCc1nnccc1-2,0,-3.7,9,-0.3,1,12,.,-19,0.8,2
O=C(O)CCn1c(=O)n(CCC(=O)O)c(=O)n(CCC(=O)O)c1=O,-7,-0.2,-3,-0.7,7,15,-0.2,3,1.3,-2
O=[N+]([O-])c1ccc(Oc2ccc(F)cc2Br)c2ccncc12,0,i,7,1.5,3,12,.,4,0.3,-1
Cc1ncoc1C(=O)N1CCCC(CCC(=O)NCc2ccccc2F)C1 (stereo unspecified),-5,-0.3,-7,0.1,3,39,1.4,-10,0.3,-4
CC(C)OC(=O)CSc1nc2cccnc2n1-c1ccc(F)cc1,0,-1.5,-2,0.3,-6,16,.,31*,-0.5,-7
CCOC(=O)C1CCCN(c2ccc(NC(=O)c3snc4c(=O)[nH]c(C)nc34)cc2)C1 (stereo unspecified),5,i,-2,1.2,-9,6,-0.9,13,3.5,4
O=C(NCC1CCCCC1)c1cc(S(=O)(=O)N2CCCCC2)ccc1Cl,0,-0.3,-14,0.7,.,.,-0.5,18,-1.8,-1
Cc1c(CC(=O)NCCCC(=O)O)c(=O)oc2cc3occ(-c4ccccc4)c3cc12,-8,i,10,1.3,0,-15,1.2,9,-1.1,11
CC1CCN(C(=O)CN2c3cccc4cccc(c34)S2(=O)=O)CC1,1,i,-4,-2.9,.,.,0.5,-19,-0.2,7
O=C(NCCC1CCCCN1S(=O)(=O)c1cccs1)C(=O)Nc1ccccc1F (stereo unspecified),4,i,4,-0.3,.,.,0.9,8,1.4,-12
C=CCn1cccc(C(=O)Nc2ccc(OC)c(OC)c2)c1=O,-3,-0.4,-9,0.2,0,20,0.9,4,-0.6,-8
COc1ccc(N(CC(=O)NCCSCc2cccc(Cl)c2)S(C)(=O)=O)cc1Cl,1,i,-1,-2.2,3,14,1.3,-8,1.4,26
CC(C)NC(=O)N1CCC(c2nc3ccccc3s2)CC1,1,1.1,-11,-0.5,0,.,-0.4,3,-0.1,2
COc1cc(NC(=O)COC(=O)/C=C/c2c(C)nn(-c3ccc(F)cc3)c2Cl)cc(OC)c1,0,-0.3,-7,-0.2,-1,7,0.2,-8,0.1,-8
COc1ccc(C(CC(=O)NCc2ccco2)c2ccc(F)cc2)cc1 (stereo unspecified),-8,-0.7,-4,0.5,-2,38,.,6,0.8,-4
CCc1ccc(-c2cc(C)no2)cc1S(=O)(=O)N1CCOc2ccc(C)cc21,2,-0.5,-1,1.4,5,-26,1.4,2,3.5,4
